High-throughput results from PubChem BioAssay.
B2AR arrestin: agonists driving beta-arrestin recruitment to human beta2-adrenergic receptor. beta-arrestin recruitment to beta2AR, cell-based reporter. P07550. 330,000 compounds, 0.02% hits. Potency, µM (highest dose often 46.1 µM), for the others: top-dose activation, most hits filed as activators;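 note: potency is the fitted concentration of half-maximal effect; 0% = DMSO controls and full agonism = EC100 isoproterenol or metaproterenol; nearly all actives have a fitted effect of over 65% in size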
ASM inhibitor: inhibitors of human secretory acid sphingomyelinase; P17405; placental ASM, HMU-PC fluorogenic substrate, 60 min; Potency, µM (doses to about 57.5 µM), for inactives: at the highest dose activity change, negative = inhibition, hits mostly inhibitors; 340,000 compounds, 0.006% hits; AID 504937; note: potency is the fitted concentration of half-maximal effect
Target sequence (P17405 47-631 limits assumed): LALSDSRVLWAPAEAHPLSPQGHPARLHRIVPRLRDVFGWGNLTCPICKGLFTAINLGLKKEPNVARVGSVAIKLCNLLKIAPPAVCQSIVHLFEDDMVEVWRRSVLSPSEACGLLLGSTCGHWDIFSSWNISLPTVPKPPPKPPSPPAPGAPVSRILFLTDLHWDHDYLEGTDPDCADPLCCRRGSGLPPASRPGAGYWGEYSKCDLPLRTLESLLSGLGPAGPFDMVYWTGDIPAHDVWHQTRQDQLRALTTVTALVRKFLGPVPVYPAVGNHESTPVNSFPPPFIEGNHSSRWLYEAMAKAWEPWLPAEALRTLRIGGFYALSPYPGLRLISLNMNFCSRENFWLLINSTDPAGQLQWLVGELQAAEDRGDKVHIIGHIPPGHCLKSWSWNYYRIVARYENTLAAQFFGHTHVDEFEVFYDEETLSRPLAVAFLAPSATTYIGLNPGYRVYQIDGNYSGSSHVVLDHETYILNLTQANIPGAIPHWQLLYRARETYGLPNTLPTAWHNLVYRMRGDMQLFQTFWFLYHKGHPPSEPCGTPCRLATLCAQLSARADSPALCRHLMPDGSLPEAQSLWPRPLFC
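qHTS format. ASM enzyme prepared from human placenta hydrolyses the fluorogenic substrate HMU-PC0 (9 uM final) over 60 min at 37 °C after a 10 min compound preincubation.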
BRCA1 expr act: increases BRCA1 expression; MCF7-BRCA1-FFLuc reporter, luminescence, 48 h; response scale: scaled: vehicle 0%, 10 µM genistein 100%; Potency, µM (series often up to 46.1 µM), without a hit: at the top dose activation, hits mostly activators; 380,000 compounds, 1.1% hits; note: potency is the fitted concentration of half-maximal effect; nearly all actives have a fitted effect of over 80% in size; some results filed as inactive show a strong effect at the top dose
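Luminescence from a BRCA1-driven firefly luciferase in MCF7 cells was read after 48 h compound exposure at 37 C. Data normalized against DMSO and a 10microM genistein activation control, then curve-fitted across the titration.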
Integrin act MD: activates integrin-mediated alleviation for muscular dystrophy; AID 624291; alpha7betagal myoblasts, beta-gal FDG fluorescence, 48 h; Potency, µM (titrated, usually from 38.3 µM), without a hit: top-dose activation, actives largely listed as activators; 350,000 compounds, 0.064% hits;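 note: potency is the fitted concentration of half-maximal effect; 100% = response of the positive control SU9516; nearly all actives have a fitted effect of over 60% in size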
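Alpha7betagal+/- myoblasts (passage 13) were plated 16-24 hr, then exposed to compounds (1:260 dilution of DMSO stock) for 48 hours at 37C. After MPER lysis, β-galactosidase reporter activity was read as FDG fluorescence (ex 480/em 540) after 30 minutes.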
TSG101-PTAP inh: blocks PTAP/TSG101 interaction to inhibit HIV-1 budding | 340,000 tested, under 10 active | Potency, µM (doses to about 115 µM), without a hit: top-dose activity change, negative = inhibition, most hits filed as inhibitors | Fluorescence polarization, FITC-PTAP peptide / Tsg101 binding; active = well fitted inhibition curve with a large enough effect in the main read-out, with a control signal flat, not every such curve was filed as active; inconclusive = small, poorly fitted or top-dose-only effect, or effect the other way, or a change in a side signal; inactive = no such curve, though single readings can be large or run the other way; note: potency is the fitted concentration of half-maximal effect; % of control where 0% means no effect
Target sequence (Q99816 whole entry, looked up): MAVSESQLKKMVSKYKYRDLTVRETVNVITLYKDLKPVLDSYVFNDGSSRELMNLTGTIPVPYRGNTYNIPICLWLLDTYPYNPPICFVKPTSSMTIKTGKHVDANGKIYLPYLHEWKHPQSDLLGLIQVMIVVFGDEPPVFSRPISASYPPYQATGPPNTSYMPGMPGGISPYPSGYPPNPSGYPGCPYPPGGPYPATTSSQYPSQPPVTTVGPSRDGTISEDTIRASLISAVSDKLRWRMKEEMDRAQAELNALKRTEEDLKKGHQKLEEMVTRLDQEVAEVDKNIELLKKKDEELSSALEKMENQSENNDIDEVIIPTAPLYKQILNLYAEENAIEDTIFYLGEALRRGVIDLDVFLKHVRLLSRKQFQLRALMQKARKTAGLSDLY
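Fluorescence anisotropy tracks displacement of a FITC-tagged PTAP peptide (50 nM) from the Tsg101 binding domain (10 uM), following a 20 min room-temperature incubation at pH 7.5.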
Eya2 phos inh: Eya2 (human) phosphatase inhibition; 330,000 compounds, 0.006% hits; O00167; Potency, µM (doses to about 76.9 µM), for the others: at the top dose activity, negative = inhibition, actives largely listed as inhibitors; recombinant Eya2, OMFP fluorescence dephosphorylation (OMFP is methylfluorescein phosphate); note: potency is the fitted concentration of half-maximal effect; % is set by controls: 0 for no effect and ±100 for the full control effect
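Eya2 protein (added as 0.2 uM solution) was preincubated with compound for 10 min at ambient temperature in 50 mM HEPES pH 7.5, 50 mM NaCl, 5 uM MgCl2, 0.05% BSA, 1 mM DTT. OMFP (added at 50 uM) then reacted 10 min; fluorescence read at 485/525 nm.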
ELG1 genotox: inducers of genotoxicity in HEK293T ELG1-luciferase cells | HEK293T ELG1-luciferase reporter, luminescence, 16 h | Potency, µM (highest dose often 46 µM), without a hit: at the highest dose activity change, positive = activation, hits mostly activators | 330,000 compounds, 1.3% hits | AID 504466; note: potency is the fitted concentration of half-maximal effect; % of control where 0% means no effect; nearly all actives have a fitted effect of over 60% in size
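Step 1: seed 2,000 HEK293T ELG1-luciferase cells per well. Step 2: add compound or DMSO, incubate 16 hr at 37 °C. Step 3: ONE-Glo, 30 min at room temperature, read luminescence.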
USP2a block: blocks human ubiquitin-specific protease USP2a. Potency, µM (doses to about 38.3 µM), inactives show at the top dose activity change, negative = inhibition, usual class: inhibitors. O75604. USP2 core, Ub-CHOP2 coupled fluorogenic reporter, 485/531. 330,000 compounds, 0.01% hits;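 note: potency is the fitted concentration of half-maximal effect; plate controls were DMSO wells for no effect and full inhibition by NEM control for full effect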
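USP2 core (10nM final) preincubated 30min RT with compound in 20mM Tris-HCl pH 8.0, 2mM CaCl2, 2mM beta-mercaptoethanol, 0.05% CHAPS; 25nM Ub-CHOP2 plus 25nM reporter substrate added, fluorescence (Ex485/Em531) read after 60min.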
uPA generation: inhibitors of cell surface uPA generation; cell surface uPA generation assay, qHTS; Potency, µM (highest dose often 38.3 µM), for inactives: top-dose activity change, negative = inhibition, most hits filed as inhibitors; 330,000 compounds, 0.31% hits; AID 540303; active = well fitted inhibition curve with a large enough effect; inconclusive = small, poorly fitted or top-dose-only effect; inactive = no such curve, though single readings can be large or run the other way; tested in mouse RAW 264.7 cells; note: potency is the fitted concentration of half-maximal effect; % is set by controls: 0 for no effect and ±100 for the full control effect; nearly all actives have a fitted effect of over 55% in size
TRPV1 agonist: activates the human vanilloid receptor TRPV1; Q8NER1; TRPV1-expressing cells, Fluo-8 calcium influx, agonist mode; activation, % at 8.33 µM; 320,000 compounds, 0.19% hits; AID 540275; in the data active = activation above about 80%; inconclusive = between about 30% and that limit; note: 0% is about no effect
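Cells expressing TRPV1 were dye-loaded with Fluo-8 and read kinetically: 10 s baseline, 3 min after compound (agonist portion), then 2 min after EC20 capsaicin (allosteric enhancer portion). Calcium-bound dye fluorescence at 480/520 nm.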
p53 reactivator: re-activators of mutant p53 | Potency, µM (doses to about 92.2 µM), inactives show at the highest dose activity change, positive = activation, usual class: activators | AID 504706 | 320,000 compounds, 0.063% hits | H1299 p53-A138V BP100-luciferase reporter, luminescence, 24 h; note: potency is the fitted concentration of half-maximal effect; % of control where 0% means no effect; nearly all actives have a fitted effect of over 45% in size
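H1299 (p53-null), stable ts p53-A138V + BP100-Luc; 1000 cells/well, Opti-MEM/10% FBS; cpd 4 pt, 1:5; 24 h, 37 deg C, 5% CO2; detection reagent 10 min RT; luminescence.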
Numbers without * were called inactive; i = inactive; ? = inconclusive; . = not tested or not shown; [ ] = dose if it differs, or a comment. Unless noted, calls come from the whole dose curve; as a rule, active = well fitted curve in the direction sought with a large enough effect; inconclusive = small, poorly fitted or top-dose-only effect, or another doubt; inactive = no such curve, though single readings can be large; an effect the other way counts as inactive or inconclusive. Random draw from the library; overall some 2.6% were active at least once.

SMILES	B2AR arrestin	ASM inhibitor	BRCA1 expr act	Integrin act MD	TSG101-PTAP inh	Eya2 phos inh	ELG1 genotox	USP2a block	uPA generation	TRPV1 agonist	p53 reactivator
COc1ccc(-c2ccc(CCC(=O)O)n2-c2ccccc2O)cc1	0.3%	-4%	-32%	-25%	-3%	-3%	4%	2%	?	10	?
O=C(OCc1ccccc1)N1CCOCCOCCN(C(=O)OCc2ccccc2)CCOCCOCC1	-1.3%	4%	-46%	-24%	-4%	1%	-8%	2%	-4%	2	-1%
CCCCNC(=O)CN1C(=O)NC(CCc2ccccc2)C1=O (configuration not stated)	0.0%	5%	0%	-22%	-4%	15%	4%	-1%	17%	3	4%
Cc1nc(SCC(=O)Nc2cc(C(N)=O)cc(C(N)=O)c2)c2c(C)c(C)sc2n1	-0.3%	-1%	12%	23%	-7%	-23%	0%	7%	3%	0	6%
COc1ccc(CCn2c(C)c(C(C)=O)c(C(C)=O)c2C)cc1OC	0.1%	-1%	0%	-3%	1%	-14%	0%	1%	1%	-6	-4%
Cc1ccc(C)c(C(=O)n2cnnc2N)c1	0.0%	-2%	-1%	1%	0%	14%	2%	2%	-10%	-2	-9%
COc1cc(C(=O)NCc2ccncc2)cc(Br)c1OCc1ccccc1	-0.3%	-5%	-49%	9%	-2%	-9%	-6%	-4%	-1%	-2	-9%
CCCc1cc(=O)[nH]c(SCC(=O)c2cc(C)n(C)c2C)n1	0.2%	0%	11%	2%	-9%	11%	-1%	1%	6%	2	-3%
O=C1c2ccccc2S(=O)(=O)c2cc(N3CCC4(CC3)OCCO4)ccc21	.	13%	?	-4%	9%	.	.	.	?	.	.
Nc1nncn1C(=O)CCCOc1ccccc1	-0.3%	-2%	7%	-18%	-2%	18%	1%	0%	-1%	0	-1%
Cc1cc(C(=O)N/N=C/c2c(C)[nH]c3ccccc23)n[nH]1	-0.5%	-4%	0%	4%	-7%	-21%	-2%	3%	2%	-2	0%
O=C1NC(Cc2c[nH]c3ccccc23)C(=O)N1Cc1cccc2ccccc12 (configuration not stated)	-0.3%	-9%	-41%	19%	0%	-28%	1%	2%	4%	0	-14%
COc1ccc(CSc2cccc3cccnc23)cc1[N+](=O)[O-]	0.6%	-1%	28%	4%	0%	-1%	6%	4%	2%	1	7%
Cc1ccc(NC(=O)COC(=O)CN2C(=O)C3CCCCC3C2=O)cc1S(=O)(=O)N1CCOCC1 (configuration not stated)	2.5%	2%	4%	13%	-2%	-18%	7%	-1%	-2%	-3	-4%
O=C1OCCN1C(=O)[C@H]1[C@H](c2ccc(Cl)cc2)C(c2ccccc2)=NN1c1ccccc1	0.2%	270%[activator]	-9%	3%	9%	9%	-1%	0%	-10%	.	-4%
O=C1COc2cc(O)ccc21	.	-1%	8%	18%	0%	.	.	.	-1%	.	.
CCC(=O)Nc1ccc(C(=O)Nc2cc(C)on2)cc1	0.1%	-3%	79%	-7%	1%	-8%	5%	3%	0%	-2	6%
c1ccc(-n2cnc3cc(NCc4cccs4)ccc32)cc1	-0.3%	-3%	-47%	-10%[7.66 µM]	-4%	2%	?	0%	-11%	27	?
CC(=O)N1N=C(c2ccc(C)cc2)OC1c1ccc(Br)cc1 (configuration not stated)	-0.8%	-7%	13µM*	-10%	0%	1%	-3%	4%	4%	0	4%
COc1ccc2cc(Br)ccc2c1CC(=O)NCC1CCCO1 (configuration not stated)	-0.1%	4%	0%	?	-1%	-10%	-9%	-1%	16%	5	9%
CC1(C)N=C(N)N=C(N)N1c1cccc(C#N)c1	.	-3%	-69%	9%	0%	.	.	.	-16%	.	.
COc1ccc(C(=O)OCCCc2cc3ccccc3c(=O)o2)cc1	0.2%	-9%	-9%	-2%	-3%	-1%	8%	0%	10%	15	13%
COc1ccc(OC)c(C(=O)COC(=O)CN2C(=O)NC3(CCCCC3C)C2=O)c1 (configuration not stated)	-0.1%	0%	-7%	17%	-3%	-17%	2%	0%	-4%	5	0%
O=P(COCCCCCOCP(=O)(c1ccccc1)c1ccccc1)(c1ccccc1)c1ccccc1	0.4%	1%	-68%	0%	-6%	-8%	-23%	8%	9%	0	-4%
CCN(CC)CCCNC(=O)c1ccc2c(Cl)c3c(nc2c1)CCCC3	0.1%	-6%	-60%	-73%[inhibitor]	-7%	2%	-4%	12%	-6%	-1	15%
Cc1ccc(SC(C)C(=O)NCC(C)C)cc1 (configuration not stated)	0.1%	3%	0%	17%	-3%	4%	0%	1%	-2%	23	-8%
C/C=C/C(=O)OCC(=O)Nc1ccc(OC)c(OC)c1	0.0%	0%	2%	-20%	-5%	-3%	-6%	2%	-5%	-3	2%
COc1cc(/C=C/C(=O)O)cc(S(=O)(=O)NCCO)c1OC	-0.7%	-2%	-2%	7%	-1%	-3%	1%	5%	8%	0	-5%
O=C(c1ccc(S(=O)(=O)c2cccc(Cl)c2)c([N+](=O)[O-])c1)N1CCN(Cc2ccccc2)CC1	-0.6%	-2%	-88%	7%	-2%	-4%	-7%	0%	-7%	0	-13%
COc1cccc(OC)c1OCCCOc1c(OC)cccc1OC	0.2%	1%	18%	12%	-1%	3%	-4%	1%	1%	2	-5%
Cc1ccccc1CN(C)C(=O)[C@H](Cc1ccccc1)NC(=O)c1ccco1	3.0%	3%	-6%	10%	-4%	8%	-4%	0%	-6%	?	24%
c1ccc2oc(SCc3nc4ccccc4s3)nc2c1	.	3%	?	-21%	0%	.	.	.	-2%	11	.
Cc1ccc(SCC(=O)NCCCN2CCOCC2)cc1	-0.6%	-3%	-12%	-17%	-2%	3%	0%	-1%	0%	0	-6%
O=C(O)CCCCCCNC(=O)c1cncc(O)c1	-1.0%	1%	20%	-4%	-4%	-16%	0%	1%	-2%	1	-2%
Cc1ccc(C(=O)Nc2ccc(-c3csc(C)n3)cc2)cc1	0.2%	1%	88%	1%	1%	22%	?	-1%	-5%	2	23%
CC1CN(C2=Nc3cccc4cccc2c34)CC(C)O1 (configuration not stated)	0.3%	-3%	52%	?	-15%	10%	1%	25%	-8%	2	-5%
O=C(CN1CCOCC1)Nc1ncc(Cc2ccccc2Cl)s1	0.8%	1%	22%	-20%	-7%	-1%	25%	0%	6%	-1	0%
O=C(Nc1ccc(F)cc1F)c1ccc(S(=O)(=O)N2CCCCC2)cc1	0.0%	-3%	-5%	1%	1%	3%	-8%	0%	1%	?	-4%
CCc1nc2ccc(C(=O)NCCc3ccc(OC)c(OC)c3)cc2nc1CC	0.4%	-4%	-28%	15%	-3%	9%	-4%	2%	6%	14	-4%
CCNC(=S)N1CCN(c2ncccn2)CC1	-0.3%	-3%	-45%	-4%	0%	2%	0%	-1%	-3%	0	-7%
O=c1ccc2ccc(O)cc2o1	.	i	5%	26%	-7%	.	.	.	1%	.	.
CCOc1ccc(NC(=O)CN(C)C(=O)CCc2ccccc2Cl)cc1OCC	-0.5%	-3%	-8%	30%	0%	8%	-1%	1%	-6%	3	-13%
COc1ccc(N2CC(C(=O)NCCc3ccc(Cl)cc3)CC2=O)c(OC)c1 (configuration not stated)	0.0%	5%	2%	1%	-2%	-4%	-4%	0%	1%	27	-3%
CC(=N[C@@H]1CCCC[C@H]1N=C(C)c1ccccc1O)c1ccccc1O	0.0%	1%	-13%	0%	-1%	9%	-1%	0%	9%	-3	1%
O=C(NC1CCCc2ccccc21)c1ccc(F)cc1F (configuration not stated)	0.1%	0%	2%	-17%	-2%	21%	-1%	1%	1%	-5	1%
COc1cc(C(=O)NC2CC3CCCC(C2)N3Cc2ccccc2)cc(OC)c1OC (configuration not stated)	-0.6%	-3%	-11%	-27%	-3%	9%	-3%	-1%	19%	-1	19%
O=C(NNC(=O)c1cc2ccccc2o1)c1ccc(F)cc1	0.0%	-1%	51%	-15%	-2%	6%	11%	2%	1%	24	18%
N#CC1(c2ccccc2)CCCN1C(=O)c1ccccc1Cl (configuration not stated)	0.1%	3%	1%	-1%	1%	-10%	-1%	0%	-1%	4	-4%
Cn1nnc(NC(=O)CSc2ccc(Cl)cc2)n1	-0.5%	3%	-6%	21%	-12%	-22%	-1%	-3%	-1%	0	-11%
